# STK33 kinase inh = blocks human STK33 kinase activity. hit rate 0.073% among 320,000. inhibition, % at 10 µM. Q9BYT3. purified STK33, MBP phosphorylation, ADP-Glo luminescence;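 active = inhibition at or above 25%, using the most active replicate where run in duplicate; inactive = inhibition below 25%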
# Target sequence (Q9BYT3 whole entry, looked up): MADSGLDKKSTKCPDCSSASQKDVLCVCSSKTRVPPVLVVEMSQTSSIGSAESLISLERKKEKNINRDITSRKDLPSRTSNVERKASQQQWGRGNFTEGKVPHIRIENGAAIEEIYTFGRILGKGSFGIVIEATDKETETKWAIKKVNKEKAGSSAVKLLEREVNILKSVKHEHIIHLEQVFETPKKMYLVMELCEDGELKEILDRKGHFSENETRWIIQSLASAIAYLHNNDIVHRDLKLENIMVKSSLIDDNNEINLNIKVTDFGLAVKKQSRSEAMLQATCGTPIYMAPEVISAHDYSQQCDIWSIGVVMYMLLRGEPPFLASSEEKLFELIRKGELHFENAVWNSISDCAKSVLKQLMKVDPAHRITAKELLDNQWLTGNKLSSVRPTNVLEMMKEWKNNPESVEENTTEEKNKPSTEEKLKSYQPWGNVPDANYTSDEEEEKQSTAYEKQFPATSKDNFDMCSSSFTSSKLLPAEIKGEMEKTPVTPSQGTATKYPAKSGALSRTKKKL
# KCNQ2 inh = KCNQ2 potassium channel inhibitors, primary screen, cell-based, CHO-K1, FluxOR thallium flux, B-score (AID 2156); O88943; 20 min; hits give low values; B-score at 10 µM; hit rate 1.1% among 310,000;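 active = fluorescence ratio B-score at most minus 3 library SDs, with starting brightness B-score within 2 library SDs, cut at about -5.5 in these data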
# OX1R FRET antag = antagonists of human orexin 1 receptor (OX1R). hit rate 1.8% among 330,000. O43613. inhibition, % at 6.6 µM. OX1R-expressing cells, FRET antagonist read-out; in the data active = inhibition mostly above about 38%, no sharp cut-off; inactive = mostly below about 40%;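 note: 0% = agonist challenge alone and 100% = reference antagonist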
# Target sequence (O43613 whole entry, looked up): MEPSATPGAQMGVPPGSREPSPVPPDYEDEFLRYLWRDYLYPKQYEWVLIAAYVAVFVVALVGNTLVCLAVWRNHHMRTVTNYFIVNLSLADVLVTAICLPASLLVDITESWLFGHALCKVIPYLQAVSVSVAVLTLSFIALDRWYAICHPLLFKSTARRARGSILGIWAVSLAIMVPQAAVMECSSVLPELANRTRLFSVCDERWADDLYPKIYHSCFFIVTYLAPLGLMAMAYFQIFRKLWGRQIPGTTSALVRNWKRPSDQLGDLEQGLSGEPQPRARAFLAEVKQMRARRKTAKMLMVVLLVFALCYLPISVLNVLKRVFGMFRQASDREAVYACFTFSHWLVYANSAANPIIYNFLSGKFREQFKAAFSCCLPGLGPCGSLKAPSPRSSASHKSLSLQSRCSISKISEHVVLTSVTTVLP
# The depositor's hits bear a star; i = inactive; / = no result given.
SMILES,STK33 kinase inh,KCNQ2 inh,OX1R FRET antag
Nc1cc(OC(=O)c2c(F)cccc2Cl)nn1S(=O)(=O)c1ccccc1,-1.0,i,36.1
CC(=O)n1c2c(c3ccccc31)OC(N)=C(C#N)C2c1ccc(C(C)C)cc1 (stereo not drawn),-0.7,i,8.7
Cc1cc(/C(=N/O)C(C)(C)NO)ccc1Cl,-0.6,i,5.0
O=C(CN(c1ccc(F)cc1)S(=O)(=O)c1ccc2c(c1)OCCO2)N1CCOCC1,-0.4,i,4.8
Cc1ccc(C(=O)NCC(=O)N2CCc3ccccc3C2)cc1C,1.2,i,0.2
O=C(COC(=O)Cc1c[nH]c2ccccc12)Nc1ccccc1,0.9,i,-0.7
COc1ccc(NCc2nnc(SCc3ccc(Cl)cc3)n2-c2ccccc2)cc1,1.2,i,16.8
O=C(CSc1nc2c(c(=O)[nH]1)CCC2)Nc1cccc(Cl)c1,-0.8,i,13.3
Cc1ccc(S(=O)(=O)N(C)C)cc1NC(=O)C(C)NC(C)c1cccs1 (stereo not drawn),-1.2,i,11.6
COc1cc(C(=O)NCCc2ccc(S(N)(=O)=O)cc2)ccc1OCc1c(C)noc1C,0.3,/,4.5
COc1ccc(C(=O)Nc2ccccc2C(=O)N/N=C/c2ccncc2)cc1OC,7.3,i,14.5
CCN1C(=O)S/C(=C/c2ccc(Sc3nc4ccccc4[nH]3)o2)C1=O,-0.4,i,42.7
CNc1c(N)c(=O)oc2ccccc12,0.0,i,22.6
COCCN(C(=O)c1ccccc1OC)c1nnc(C)s1,-1.8,i,4.1
Cc1ccc(S(=O)(=O)NNC(=O)Nc2ccc(Cl)cc2)cc1,-0.7,i,-1.1
COc1ccc(-c2oc3c4c(cc(OC)c3c(=O)c2CC=C(C)C)OC(C)(C)C=C4)c(OC)c1,-1.0,-9.01*,13.1
COc1ccc(C)cc1-n1nnnc1SCC1CCCO1 (stereo not drawn),2.3,i,8.8
COc1cc(OC)cc(C(=O)NC(C(=O)Nc2ccc3c(c2)CCC3)C(C)C)c1 (stereo not drawn),-0.9,/,7.2
Cc1ccc(NC(=O)CSc2n[nH]c(N)n2)cc1S(=O)(=O)N1CCOCC1,1.0,i,2.5
O=C(NCCc1ccc(Cl)cc1Cl)c1cc([N+](=O)[O-])c[nH]c1=O,0.0,i,58.4
Cc1cc(OCC(=O)Nc2ccccn2)c2c(C)cc(=O)oc2c1,-0.8,i,6.6
O=C(CN(c1ccccc1Cl)S(=O)(=O)c1ccccc1)N/N=C/c1ccccc1C(=O)O,/,i,18.4
CCNC(=O)CNC(=O)c1nn(Cc2ccccc2)c(=O)c2ccccc12,-1.3,i,8.9
CCOC(=O)c1sc2ncn(CC(=O)N(CC)CC)c(=O)c2c1C,0.7,i,19.1
O=C(NCCS(=O)(=O)N1CCN(c2cccc(Cl)c2)CC1)c1ccco1,0.8,i,15.6

# Random excerpt: 5 records from the list, in no set order.
SMILES,STK33 kinase inh,KCNQ2 inh,OX1R FRET antag
O=C(NCCS(=O)(=O)N1CCN(c2cccc(Cl)c2)CC1)c1ccco1,0.8,i,15.6
Cc1ccc(S(=O)(=O)NNC(=O)Nc2ccc(Cl)cc2)cc1,-0.7,i,-1.1
CCNC(=O)CNC(=O)c1nn(Cc2ccccc2)c(=O)c2ccccc12,-1.3,i,8.9
Cc1ccc(S(=O)(=O)N(C)C)cc1NC(=O)C(C)NC(C)c1cccs1 (stereo not drawn),-1.2,i,11.6
O=C(CSc1nc2c(c(=O)[nH]1)CCC2)Nc1cccc(Cl)c1,-0.8,i,13.3

# Other records:
SMILES,STK33 kinase inh,KCNQ2 inh,OX1R FRET antag
C/C(CCc1oc2c(Br)cc(Br)cc2c1-c1ccc(C)o1)=N\O,0.6,i,14.6
Cc1ccc(OCC(=O)NNC(=O)C2CSC3(C)CCC(=O)N23)cc1 (stereo not drawn),0.0,i,14.3
O=C(COC(=O)c1n[nH]c2ccccc12)Nc1ccccc1F,0.1,/,10.0
COc1cc(/C=N/Nc2nc3ccccc3o2)cc(OC)c1O,4.0,i,14.7
O=C(O)C1CCCCC1C(=O)NCCCn1ccnc1 (stereo not drawn),-0.1,i,3.3
CCOC(=O)C1CCN(c2c(N3CCCCCC3)c(=O)c2=O)CC1,0.7,i,3.4
CC(C)CCN(C(=O)c1csnn1)C(C(=O)NC1CCCC1)c1ccc(F)cc1 (stereo not drawn),-2.0,i,3.5
CC(C)NC(=O)Cn1nnc(-c2cccc(NC(=O)c3ccccc3F)c2)n1,0.2,i,23.1
O=C(CNC(=O)[C@@H]1Cc2ccccc2CN1)NC1CCCC1,-1.9,i,-1.4
O=C(NCCCN1CCN(c2cccc(Cl)c2)CC1)c1nc(-c2ccncc2)no1,-1.3,i,14.6
CCc1ccc(CCC(=O)Nc2ccc(Br)cc2)o1,-0.1,i,1.2
CC(=O)Nc1ccccc1-c1nc2ccc(C(=O)N3CCN(c4cc(C)ccc4C)CC3)cc2[nH]c1=O,-1.0,i,10.1
CCOc1cccc(N2C(=O)CC(N3CCC(C(N)=O)(N4CCCCC4)CC3)C2=O)c1 (stereo not drawn),-0.5,i,19.9
O=C1c2cccc3c(N4CCOCC4)c([N+](=O)[O-])cc(c23)C(=O)N1c1cccc2ccccc12,-0.9,i,20.6
CC12CN3CC(C)(CN(C1)C3c1ccc3c(c1)OCO3)C2 (stereo not drawn),0.9,i,4.7
O=C(Cn1cnc([N+](=O)[O-])n1)N/N=C/c1ccc2ccccc2c1,-0.5,i,7.1
CCCOc1ccc(CC(=O)NNC(=S)Nc2ccccc2)cc1Br,-9.8,i,28.6
COc1cc(S(=O)(=O)N(Cc2ccccn2)Cc2ccccc2Cl)ccc1-n1cnnn1,-0.3,i,6.9
CC(C)(C)NC(=O)c1ccccc1-c1nc(-c2ccccc2Cl)no1,-5.0,i,18.1
COC(=O)Cn1c(=O)c2c(nc(Br)n2Cc2ccccc2Cl)n(C)c1=O,-1.7,-5.84*,3.4
COc1ccc(C2c3ccsc3CCN2C(=O)NC(C)(C)C)cc1 (stereo not drawn),-0.2,i,18.5
CC(C)c1ccc(NC(=O)C(=O)C2C(=O)Nc3ccccc32)cc1 (stereo not drawn),-0.5,i,8.2
Cc1ccccc1Nc1nnc(SCC(=O)NCc2ccco2)s1,0.5,/,18.1
COc1ccc(S(=O)(=O)Nc2cc3c4c(c2)CCC(=O)N4CCC3)cc1,0.9,i,9.5
CC1(C)Cc2ccccc2-c2nc3n(c(=O)c21)CCCS3,0.7,i,17.2
# (further entries)
SMILES,STK33 kinase inh,KCNQ2 inh,OX1R FRET antag
Cc1nn(Cc2ccc(F)cc2)c(C)c1NC(=O)c1cnn2c1NC(c1cccs1)CC2C(F)(F)F (stereo not drawn),0.5,i,13.2
COc1cccc(CNC(=O)c2nnn(CC(=O)Nc3cc(Cl)ccc3C)c2N)c1,-0.9,i,9.7
CCN1C(=O)C(CC(=O)Nc2ccc(OC)cc2)N(Cc2ccc3c(c2)OCO3)C1=S (stereo not drawn),0.6,i,24.0
CCOC(=O)c1nc(C)n(-c2ccc(Cl)cc2)n1,-1.5,i,3.9
CCOc1ccc(N(CC(=O)Nc2cccc(Cl)c2)S(=O)(=O)c2c(C)noc2C)cc1,-2.1,i,17.6
Cc1ccc(S(=O)(=O)Nc2c(NC3CCCCC3)c3ccccc3oc2=O)cc1C,-0.1,i,30.7
Cc1ccc(NC(=O)CN2C(=O)c3ccccc3S2(=O)=O)c(C)c1,-2.3,i,6.7
Nc1cccc(CN2CCCC2)c1,-1.3,i,15.8
CCOc1ccc(NC(=O)CC2C(=O)N(c3ccccc3)C(=O)N2CCOC)cc1 (stereo not drawn),-0.5,i,5.9
CC1Cc2c([nH]c3ccccc23)C2c3ccccc3CN12 (stereo not drawn),10.8,i,3.1
CCOC(=O)N1CCN(C(=O)CSc2nc(=O)n3ccc(C)cc3n2)CC1,/,i,0.6
CCOC(=O)/C(C#N)=C/c1c(Oc2cccc(C)c2)nc2ccccn2c1=O,-0.3,i,6.3
COC(=O)c1ccc(/C=C/C(=O)OCC(=O)Nc2ncc(Cl)cc2Cl)cc1,-0.6,/,-1.0
CC(=O)c1ccc(S(=O)(=O)N2CCC3(CC2)CC(=O)c2ccccc2O3)cc1,-0.8,i,26.4
CC(C)(C)NC(=O)COC(=O)c1ccccc1OCC(=O)Nc1ccc(Br)cc1,0.3,i,5.2
COCCCn1c(SCC(=O)NC(C)(C)C)nnc1-c1cccs1,-1.2,i,3.5
COc1ccc(NC(=S)N2c3ccccc3CC2C)cc1OC (stereo not drawn),-0.2,i,40.4
C/C(=N\NC(=O)c1nn(C)c(C)c1Br)c1cccc(NC(=O)c2ccoc2C)c1,0.2,i,20.5
Cn1cc(C(=O)OCC2CCN(CCNS(C)(=O)=O)CC2)c2ccccc21,1.3,i,15.4
COc1cc(/C=C2\C(=N)N3N=C(N4CCOCC4)SC3=NC2=O)ccc1OC(=O)c1ccccc1,0.9,i,0.6
COCCNc1cc(C)c(C#N)c2nc3ccccc3n12,1.3,i,34.7
CCN(CC)CCNCC(O)(c1ccc(Cl)cc1)c1ccc(Cl)cc1,1.4,i,19.0
CCOC(=O)c1cc(NC(=O)N(CC)CC)c(C)nc1C,-0.2,i,-2.1
COc1ccc(-c2cc3c(=O)n(CC(=O)Nc4ccc(Cl)cc4)ncn3n2)cc1,-2.5,i,8.2
Cn1c(CCNC(=O)c2ccco2)nc2cc(NC(=O)NC3CCCCC3)ccc21,-0.9,i,8.3
# Following part
SMILES,STK33 kinase inh,KCNQ2 inh,OX1R FRET antag
COCCNC(=O)c1cc(-c2ccccc2)nn1CC1CC(c2cccc([N+](=O)[O-])c2)=NO1 (stereo not drawn),0.7,i,19.3
Cc1cc(C)cc(OCC(=O)N/N=C/c2ccc([N+](=O)[O-])o2)c1,-0.5,i,36.4
COc1ccc(CCN(CC(=O)NC2CCCC2)C(=O)Cn2nnc(-c3ccc(C)o3)n2)cc1OC,-0.7,i,6.7
N#CCCn1c(=S)[nH]c2ccccc21,-3.1,i,-1.4
COCCOC(=O)c1c(C)oc2ccc(NS(=O)(=O)c3ccccc3)cc12,1.5,i,14.3
C=C(C)c1cccc(C(C)(C)NC(=O)NC2CC(C)(C)NC(C)(C)C2)c1,-0.2,i,4.6
O=c1nc2ccc(Cl)cn2c2ccc(S(=O)(=O)N3CCOCC3)cc12,-1.1,i,27.2
CCOC(=O)/C(C#N)=C/c1cc2ccccc2nc1N1CCCCC1,0.2,-6.46*,-6.7
COc1cc(/C=N\Nc2nncn2N)ccc1OC(C)=O,-0.1,i,41.8
O=C(Nc1ccc(Cl)c(C(F)(F)F)c1)NC1CC2CCCC(C1)N2C1CC1 (stereo not drawn),-2.6,i,9.8
O=C(CN1CCN(c2ccccc2)CC1)N1CCc2[nH]c3ccccc3c2C1,1.9,/,8.0
CCN(CC)C(=O)CSc1nnc(-c2cnccn2)n1-c1ccccc1,/,i,6.8
CCCc1cc(-c2nc(N)ncc2-c2csc(C)n2)c(O)cc1OC,0.5,i,17.2
CC(C)C(=O)Nc1cccc(NC(=O)c2ccc([N+](=O)[O-])cc2Cl)c1,-0.5,i,33.5
CN(c1cccc(NC(=O)Nc2ccc(Cl)cc2)c1)S(C)(=O)=O,0.6,i,13.8
O=C1CSc2ccc(S(=O)(=O)NCc3ccccc3Cl)cc2N1,-0.4,i,10.2
Cc1ccc(S(=O)(=O)CCC(=O)OCC(=O)Nc2cc(S(=O)(=O)N3CCOCC3)ccc2C)cc1,0.5,i,12.8
O=C(Nc1ccccc1F)Nc1ccccc1OC(F)F,0.4,i,11.9
COc1ccccc1-c1noc(CSc2nc(C)cc(=O)[nH]2)n1,-1.0,i,36.2
CCOC(=O)N1CCN(C(=O)/C(=C/c2ccc(OC)c(OC)c2)NC(=O)c2ccccc2)CC1,0.2,i,17.1
Cc1ccccc1NS(=O)(=O)c1ccc2c(c1)NC(=O)CCS2,0.2,i,5.5
Cc1cc(OCCCC(=O)NCCc2ccccn2)ccc1Cl,-0.9,i,14.7
CC1=CCC2C(=O)N(c3ccc(N4CCOCC4)cc3)C(=O)C2C1 (stereo not drawn),-1.9,i,6.8
COc1ccc(C2(c3ccc(OC)cc3)NC(=O)N(CC(=O)Nc3ccc(OC(F)F)cc3)C2=O)cc1,-2.7,i,23.5
CCc1nc(-c2ccccc2O)n(-c2ccccc2)n1,-1.1,i,16.8
# Continued:
SMILES,STK33 kinase inh,KCNQ2 inh,OX1R FRET antag
CCOC(=O)CNS(=O)(=O)c1ccc(S(=O)(=O)N2CCCC2)cc1,-3.0,i,27.1
COc1ccc(-c2csc(=Nc3ccccc3)n2CCO)cc1,-1.5,i,11.4
Cc1ccc(C)c(C(=O)COC(=O)C(C)N2C(=O)C3C4CCC(C4)C3C2=O)c1 (stereo not drawn),-0.6,i,/
CCOc1cc(CNc2cccc3ccccc23)cc(Br)c1OCC(=O)NC(C)(C)C,-1.4,-6.85*,9.9
O=C(CS(=O)(=O)c1cn(Cc2ccc(Cl)cc2)c2ccccc12)N1CCCC1,-3.4,i,8.5
Cc1ccc2[nH]c3c(N4CCc5ccccc5C4)ncnc3c2c1,-1.5,i,81.6*
COc1ccc(CNC(=O)Nc2ccc(C)cc2)cc1,1.1,i,11.3
O=C(COC(=O)c1cnccn1)NC1CCCc2ccccc21 (stereo not drawn),-0.7,/,4.5
COc1cccc(NC(=S)NC(C)c2ccc(OC)c(OC)c2)c1 (stereo not drawn),0.0,i,75.1*
Clc1ccc(/C=N/N2CCN(Cc3ccccc3)CC2)cc1,/,i,8.3
COc1ccc(CN(C)CC(=O)Nc2ccccc2-c2ccccc2)c(OC)c1,/,i,31.5

# Arranged by heavy-atom count (rising): three of the compounds above.
SMILES,STK33 kinase inh,KCNQ2 inh,OX1R FRET antag
Clc1ccc(/C=N/N2CCN(Cc3ccccc3)CC2)cc1,/,i,8.3
COc1ccc(-c2csc(=Nc3ccccc3)n2CCO)cc1,-1.5,i,11.4
Cc1ccc(C)c(C(=O)COC(=O)C(C)N2C(=O)C3C4CCC(C4)C3C2=O)c1 (stereo not drawn),-0.6,i,/

# Assay outcomes deposited in PubChem by several laboratories.
